# Assay outcomes as filed in PubChem BioAssay.
# A549 viability: A549 cytotoxicity, counter-screen for Nrf2 inhibitors. A549 ARE-Fluc cells, CellTiter-Fluor viability, 18-24 h. Potency, µM (doses to about 46 µM), without a hit: top-dose activity change, negative = cytotoxicity, actives largely listed as inhibitors. 390,000 tested, 0.16% active; further: potency means the concentration at half of the fitted maximal effect; on the % scale 0 is the no-effect control and ±100 the full control effect
#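 A549 ARE_Fluc cells in 5% FBS OPTI-MEM were exposed to compounds in concentration-response for 18-24 h at 37 deg C. Viability was read by CellTiter-Fluor fluorescence (Ex 405/Em 525) after 30 min, before the luciferase read.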
# CCT modulator: changes cytosolic chaperonin activity; purified chaperonin ATPase assay, HTRF ADP detection, 30 min; activity change, % (concentration not given with the values), hits read low; 360,000 tested, 0.3% active; in the data active means activity change below about -30%; further: on the % scale 0 is the no-effect control and ±100 the full control effect
#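 Nucleotide hydrolysis assay: TRiC at 20–40 nM final (set by batch activity) with 10 uM ATP, 30 min at 37 °C, in presence of 76 uM compound. Detection by competitive ADP HTRF, 30 min ambient.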
# Nrf2 inh: inhibitors of Nrf2 signaling; 360,000 tested, 2.1% active; A549 ARE-Fluc reporter, luciferase luminescence, 18-24 h; Potency, µM (top dose mostly 46 µM), inactives show top-dose activity change, negative = inhibition, actives largely listed as inhibitors; further: potency means the concentration at half of the fitted maximal effect; on the % scale 0 is the no-effect control and ±100 the full control effect; nearly all actives have a fitted effect of over 60% in size
#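 A549 ARE_Fluc cells (5000/well, 5% FBS OPTI-MEM) pre-incubated 2 h, then treated with compounds 18-24 h at 37C/5% CO2 in concentration-response. CellTiter-Fluor viability read first; BugLite luciferase luminescence after 15 min at room temperature gives Nrf2 activity.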
# EPAC2 antag: EPAC2 (human) antagonism. Q8WZA2. EPAC2 GEF exchange of Rap1B-BODIPY-GDP, fluorescence. AID 720708. 360,000 tested, 0.18% active. Potency, µM (series often up to 114 µM), without a hit: top-dose activity, negative = inhibition, most hits filed as inhibitors; further: potency means the concentration at half of the fitted maximal effect; on the % scale 0 is the no-effect control and ±100 the full control effect; nearly all actives have a fitted effect of over 45% in size; many of its hits are not listed in these tables
# Target sequence (Q8WZA2 whole entry, looked up): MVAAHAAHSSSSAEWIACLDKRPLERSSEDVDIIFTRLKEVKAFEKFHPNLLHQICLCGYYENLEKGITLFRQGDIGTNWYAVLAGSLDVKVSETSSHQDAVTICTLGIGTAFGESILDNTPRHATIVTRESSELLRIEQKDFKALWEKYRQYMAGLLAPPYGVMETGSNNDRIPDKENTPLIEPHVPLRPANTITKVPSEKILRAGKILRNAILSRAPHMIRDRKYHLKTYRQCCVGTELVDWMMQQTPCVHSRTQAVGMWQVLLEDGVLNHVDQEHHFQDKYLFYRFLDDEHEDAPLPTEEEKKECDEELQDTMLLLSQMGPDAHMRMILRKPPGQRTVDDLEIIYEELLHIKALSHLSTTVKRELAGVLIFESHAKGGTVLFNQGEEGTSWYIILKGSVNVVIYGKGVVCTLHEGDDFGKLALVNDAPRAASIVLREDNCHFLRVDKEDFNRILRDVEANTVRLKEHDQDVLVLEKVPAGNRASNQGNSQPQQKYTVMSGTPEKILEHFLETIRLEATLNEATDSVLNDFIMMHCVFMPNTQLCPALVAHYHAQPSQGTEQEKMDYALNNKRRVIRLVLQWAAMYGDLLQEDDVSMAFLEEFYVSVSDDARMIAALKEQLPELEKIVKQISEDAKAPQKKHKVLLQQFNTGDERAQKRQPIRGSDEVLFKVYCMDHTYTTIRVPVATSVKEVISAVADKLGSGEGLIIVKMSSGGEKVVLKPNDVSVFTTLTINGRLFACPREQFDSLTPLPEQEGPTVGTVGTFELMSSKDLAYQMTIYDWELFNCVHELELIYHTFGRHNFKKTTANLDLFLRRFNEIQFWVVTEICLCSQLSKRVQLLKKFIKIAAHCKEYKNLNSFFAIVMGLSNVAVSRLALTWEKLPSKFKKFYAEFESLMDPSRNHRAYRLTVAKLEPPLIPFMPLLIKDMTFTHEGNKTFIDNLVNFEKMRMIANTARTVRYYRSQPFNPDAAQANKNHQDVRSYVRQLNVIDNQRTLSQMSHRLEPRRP
# Akt phos inh: Akt phosphorylation inhibition; Neuro2A IGF-stimulated pAkt S473 HTRF, 20 min; active compounds read low; activity change, % for hits at 50 µM; 360,000 tested, 0.32% active; AID 651550; in the data active means activity change below about -80%; inconclusive means mostly about -51% to -80%; further: on the % scale 0 is the no-effect control and ±100 the full control effect
#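 Single-point screen (50 µM final compound) in Neuro2A cells stimulated 20 min with 6 nM IGF at 37 deg C. After lysis, Ser473-phosphorylated Akt read by HTRF (ex 330 nm, em 615/665 nm) as the 665/615 ratio.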
# EPAC2 agonist: agonists of human EPAC2 (RAPGEF4) | Q8WZA2 | EPAC2 activation, biochemical qHTS; response scale: 100% = 6.5 mM cAMP response | Potency, µM (titrated, usually from 154 µM), for inactives: top-dose activation, hits mostly activators | 360,000 tested, 0.079% active | AID 720711; further: potency means the concentration at half of the fitted maximal effect; nearly all actives have a fitted effect of over 50% in size
#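 qHTS, titration series. 100 nM EPAC2 / 250 nM Rap1B-BODIPY-GDP / 50 uM GDP; RT; ex 480/em 540 nm, 5-min reads to 30 min. Norm. to 6.5 mM cAMP = activation.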
# TGFb SMAD3 inh: inhibitors of TGF-b signaling; HepG2 CAGA-GFP TGF-b/SMAD3 reporter, GFP fluorescence, 18 h; TGF-beta stimulated, 500 pg/mL final; 410,000 tested, 1.2% active; Potency, µM (highest dose often 46.1 µM), without a hit: at the highest dose activity, negative = inhibition, actives largely listed as inhibitors; further: potency means the concentration at half of the fitted maximal effect; on the % scale 0 is the no-effect control and ±100 the full control effect; nearly all actives have a fitted effect of over 65% in size
#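 GFP signal (ex488/em500-530) from TGF-beta-stimulated HEPG2 CAGA-GFP cells, 500 pg/mL final, 18 h at 37 degrees C in DMEM plus 1% FBS, normalized to unstimulated and DMSO-stimulated controls.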
# Nrf2 ARE act: activates Nrf2 signaling | AREc32 ARE-luciferase reporter (MCF7-derived line), luminescence, 24 h | Potency, µM (series often up to 46.1 µM), inactives show top-dose activation, most hits filed as activators | 410,000 tested, 0.31% active; further: potency means the concentration at half of the fitted maximal effect; % of control where 0% means no effect; nearly all actives have a fitted effect of over 65% in size
#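 Cells of the AREc32 ARE-luciferase line are plated in OPTI-MEM containing 5% FBS and left overnight at 37 deg C. Compounds are pinned in, incubation continues 24 hr, and firefly luciferase signal is then measured.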
# MmCpn inh: blocks the Methanococcus maripaludis chaperonin Mm-Cpn | 330,000 tested, 0.031% active | Potency, µM (titrated, usually from 76.9 µM), for inactives: at the top dose activity, negative = inhibition, hits mostly inhibitors | AID 504842 | purified Mm-Cpn ATPase, ADP Transcreener TR-FRET; further: potency means the concentration at half of the fitted maximal effect; on the % scale 0 is the no-effect control and ±100 the full control effect; nearly all actives have a fitted effect of over 80% in size
#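 25 nM Mm-CPN + cpd, 10 min 37°C; + 10 uM ATP, 30 min 37°C; buffer 30 mM Tris pH 7.4, 100 mM KCl, 5 mM MgCl2, 1 mM DTT; Transcreener ADP HTRF detection 30 min RT.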
# The depositor's hits bear a star; i = inactive; u = inconclusive; x = not tested or not shown; & = joins results of further samples. Unless noted, the call rests on the fitted dose curve; in most records, active means well fitted curve in the direction sought with a large enough effect; inconclusive means small, poorly fitted or top-dose-only effect, or another doubt; inactive means no such curve, though single readings can be large; an effect the other way counts as inactive or inconclusive.
[1] NC(=O)C1CCN(C(=O)COc2cccc3ccccc23)CC1
[2] COc1ccc(CNC(=O)C2Cc3c(-c4cccc(F)c4)ccnc3O2)cc1OC (centres undefined)
[3] CCc1cccc(NC(=O)C(NS(=O)(=O)c2ccc3nc(C)sc3c2)C(C)C)c1 (centres undefined)
[4] Cc1ccc(C(CC(=O)O)C2CCOC(C)(C)C2)cc1 (centres undefined)
[5] Cc1ccc(CNc2nc(-c3cccnc3)nc3ccccc23)cc1
entry no. | 1 | 2 | 3 | 4 | 5
A549 viability | -1% | x | -4% | -8% | u
CCT modulator | -0.9 | 0.1 | x | -4.2 | -0.2
Nrf2 inh | 9% | x | -9% | -5% | u
EPAC2 antag | 2% | -4% | x | 2% | -11%
Akt phos inh | i | i | x | i | i
EPAC2 agonist | 4% | 16% | x | 6% | 9%
TGFb SMAD3 inh | 1% | -4% | -15% | 5% | u
Nrf2 ARE act | 1.2% | 0.8% | -0.2% | 0.1% | 3.0%
MmCpn inh | 0% | x | x | 1% | -24%

[6] Cc1c(Cl)cccc1NC(=O)c1cc(-c2ccco2)on1
[7] Cn1c(CO)cnc1SCc1c(Cl)cccc1Cl
[8] COc1ccc(Nc2nnc(SCC(=O)/C=C3/N(C)c4ccccc4C3(C)C)s2)cc1
[9] CC1(C(=O)NCc2ccccc2)Oc2ccccc2NC1=O (centres undefined)
[10] Cn1c2ccccc2c(=O)c2ccc(C#CC3(N)CCCCC3)cc21
entry no. | 6 | 7 | 8 | 9 | 10
A549 viability | -1% | -7% | u | 0% | u
CCT modulator | -3.9 | 1.7 | -11 | -0.2 | 0.8
Nrf2 inh | u | -8% | 23µM* | 22% | -9%
EPAC2 antag | -3% | 22% | -1% | 11% | -3%
Akt phos inh | i | i | i | i | i
EPAC2 agonist | 6% | 3% | 10% | 3% | 2%
TGFb SMAD3 inh | 9% | 3% | u | -26% | u
Nrf2 ARE act | 13µM* | -0.3% | 6.5% | -0.8% | 4.9%
MmCpn inh | -2% | 1% | -5% | 1% | -8%

[11] O=C(O)/C=C\C(=O)Nc1ccc(F)c(F)c1F
[12] O=C1[C@H](Cc2ccccc2)NCCCC[C@@H](c2ccco2)N1Cc1ccccc1
[13] CN(C)S(=O)(=O)c1ccc2c(c1)nc(CCC(=O)NCc1ccc(Cl)cc1)n2C
[14] Cn1nc(C(F)(F)F)c(-c2ccc(Br)cc2)c1NC(=O)c1nccnc1C(=O)O
[15] CC1CCc2c(sc3ncn(CCO)c(=O)c23)C1 (centres undefined)
entry no. | 11 | 12 | 13 | 14 | 15
A549 viability | -1% | 4% | 6% | 1% | -1%
CCT modulator | -1.0 | -0.4 | -16 | 1.6 | 0.8
Nrf2 inh | 13% | 6% | 23µM* | 10% | 15%
EPAC2 antag | 5% | -4% | -15% | 6% | -2%
Akt phos inh | i | i | i | i | i
EPAC2 agonist | 3% | 6% | 6% | -1% | -1%
TGFb SMAD3 inh | -4% | 25%&-19% | 1% | -2% | 16%
Nrf2 ARE act | -0.2% | -0.4% | 0.7% | 0.0% | 1.8%
MmCpn inh | 0% | x | 1% | 1% | 0%

# Profiles from above. Screens in order: A549 viability	CCT modulator	Nrf2 inh	EPAC2 antag	Akt phos inh	EPAC2 agonist	TGFb SMAD3 inh	Nrf2 ARE act	MmCpn inh
# `O=C(O)/C=C\C(=O)Nc1ccc(F)c(F)c1F` reads -1%	-1.0	13%	5%	i	3%	-4%	-0.2%	0%
# `Cn1nc(C(F)(F)F)c(-c2ccc(Br)cc2)c1NC(=O)c1nccnc1C(=O)O` reads 1%	1.6	10%	6%	i	-1%	-2%	0.0%	1%

# Quoted from above: compounds 5 to 15
[5] Cc1ccc(CNc2nc(-c3cccnc3)nc3ccccc23)cc1
[6] Cc1c(Cl)cccc1NC(=O)c1cc(-c2ccco2)on1
[7] Cn1c(CO)cnc1SCc1c(Cl)cccc1Cl
[8] COc1ccc(Nc2nnc(SCC(=O)/C=C3/N(C)c4ccccc4C3(C)C)s2)cc1
[9] CC1(C(=O)NCc2ccccc2)Oc2ccccc2NC1=O (centres undefined)
[10] Cn1c2ccccc2c(=O)c2ccc(C#CC3(N)CCCCC3)cc21
[11] O=C(O)/C=C\C(=O)Nc1ccc(F)c(F)c1F
entry no. | 5 | 6 | 7 | 8 | 9 | 10 | 11
A549 viability | u | -1% | -7% | u | 0% | u | -1%
CCT modulator | -0.2 | -3.9 | 1.7 | -11 | -0.2 | 0.8 | -1.0
Nrf2 inh | u | u | -8% | 23µM* | 22% | -9% | 13%
EPAC2 antag | -11% | -3% | 22% | -1% | 11% | -3% | 5%
Akt phos inh | i | i | i | i | i | i | i
EPAC2 agonist | 9% | 6% | 3% | 10% | 3% | 2% | 3%
TGFb SMAD3 inh | u | 9% | 3% | u | -26% | u | -4%
Nrf2 ARE act | 3.0% | 13µM* | -0.3% | 6.5% | -0.8% | 4.9% | -0.2%
MmCpn inh | -24% | -2% | 1% | -5% | 1% | -8% | 0%

[12] O=C1[C@H](Cc2ccccc2)NCCCC[C@@H](c2ccco2)N1Cc1ccccc1
[13] CN(C)S(=O)(=O)c1ccc2c(c1)nc(CCC(=O)NCc1ccc(Cl)cc1)n2C
[14] Cn1nc(C(F)(F)F)c(-c2ccc(Br)cc2)c1NC(=O)c1nccnc1C(=O)O
[15] CC1CCc2c(sc3ncn(CCO)c(=O)c23)C1 (centres undefined)
entry no. | 12 | 13 | 14 | 15
A549 viability | 4% | 6% | 1% | -1%
CCT modulator | -0.4 | -16 | 1.6 | 0.8
Nrf2 inh | 6% | 23µM* | 10% | 15%
EPAC2 antag | -4% | -15% | 6% | -2%
Akt phos inh | i | i | i | i
EPAC2 agonist | 6% | 6% | -1% | -1%
TGFb SMAD3 inh | 25%&-19% | 1% | -2% | 16%
Nrf2 ARE act | -0.4% | 0.7% | 0.0% | 1.8%
MmCpn inh | x | 1% | 1% | 0%

# (further entries)
[16] CS(=O)(=O)N1CCC(C(=O)Nc2cccc(Cl)c2Cl)CC1
[17] O=C(CN1C(=O)C2C3C=CC(C4CC34)C2C1=O)Nc1cnc2ccccc2c1 (centres undefined)
[18] CC(C)(C)C1=NN=C2c3ccccc3C(=O)C21 (centres undefined)
[19] CCCn1nnnc1NC(=O)c1cc(Cl)ccc1Cl
[20] CCOc1ccc(OCCC(=O)Nc2ccc3c(c2)OCO3)cc1
entry no. | 16 | 17 | 18 | 19 | 20
A549 viability | 4% | -2% | -4% | -7% | -1%
CCT modulator | 0.5 | -0.1 | 0.3 | 0.2 | -1.8
Nrf2 inh | -14% | u | u | -30% | 15%
EPAC2 antag | 1% | 4% | -15% | 17% | 5%
Akt phos inh | i | i | i | i | i
EPAC2 agonist | 4% | -3% | 0% | -4% | -2%
TGFb SMAD3 inh | 0% | 22% | -1% | 9% | 1%
Nrf2 ARE act | 0.1% | 3.5% | 8.1% | -0.7% | 0.2%
MmCpn inh | 1% | -4% | 2% | -2% | 1%

[21] COc1ccccc1C(=O)OCc1ccc2sc(C)nc2c1
[22] CN(C)S(=O)(=O)c1ccc(N2CCCC2)c(C(=O)Nc2nc3ccccc3s2)c1
[23] COc1ccc(S(=O)(=O)N2CCCC2CNC(=O)C(=O)NCc2ccc3c(c2)OCO3)cc1 (centres undefined)
[24] O=C(NCc1ccc(F)cc1)c1ccc2c(c1)S(=O)(=O)c1ccccc1C2=O
entry no. | 21 | 22 | 23 | 24
A549 viability | 0% | -16% | -2% | -4%
CCT modulator | -4.3 | 1.4 | 1.8 | 0.6
Nrf2 inh | 3% | u | -9% | -23%
EPAC2 antag | -7% | 10% | -7% | -24%
Akt phos inh | i | i | i | i
EPAC2 agonist | 10% | 28% | 10% | 6%
TGFb SMAD3 inh | 2% | u | -6% | 2%
Nrf2 ARE act | 2.2% | 5.2% | 0.2% | -0.8%
MmCpn inh | -17% | -14% | -10% | x

# This is a subset; rates above refer to the full screens.
